GSTO1 inh – inhibitors of recombinant GSTO1, primary screen, counter-screen for RBBP9 inhibitor project, biochemical, fluorescence polarization | Glutathione S-transferase omega-1 (Homo sapiens), P78417 | activity-based probe fluorescence polarization | inhibition, % at 5.96 µM | 300,000 compounds, 1.1% hits | AID 1974, 2009;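 active means inhibition above the campaign mean inhibition plus 3 SD, cut at about 35% in these data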;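 further: 0% = GSTO1-1 with DMSO and 100% = wells lacking GSTO1-1 enzyme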
Target sequence (P78417 whole entry, looked up): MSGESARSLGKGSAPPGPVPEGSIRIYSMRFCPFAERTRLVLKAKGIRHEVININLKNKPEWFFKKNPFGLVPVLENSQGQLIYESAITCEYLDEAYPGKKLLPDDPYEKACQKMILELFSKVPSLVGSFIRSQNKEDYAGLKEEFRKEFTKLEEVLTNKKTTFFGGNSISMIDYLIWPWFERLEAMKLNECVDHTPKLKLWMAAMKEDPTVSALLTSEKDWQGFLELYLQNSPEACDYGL
PREPL inhibitor – PREPL enzyme inhibitors, primary screen, biochemical, fluorescence polarization; inhibition, % at 5.96 µM; 320,000 compounds, 0.68% hits; recombinant PREPL, fluorescence polarization activity-based probe; AID 2751, 2010; in the data active means inhibition above about 43%;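 further: 0% = enzyme with DMSO and 100% = wells lacking enzyme; many of its hits are not listed in these tables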
Target sequence (Q4J6C6 whole entry, looked up): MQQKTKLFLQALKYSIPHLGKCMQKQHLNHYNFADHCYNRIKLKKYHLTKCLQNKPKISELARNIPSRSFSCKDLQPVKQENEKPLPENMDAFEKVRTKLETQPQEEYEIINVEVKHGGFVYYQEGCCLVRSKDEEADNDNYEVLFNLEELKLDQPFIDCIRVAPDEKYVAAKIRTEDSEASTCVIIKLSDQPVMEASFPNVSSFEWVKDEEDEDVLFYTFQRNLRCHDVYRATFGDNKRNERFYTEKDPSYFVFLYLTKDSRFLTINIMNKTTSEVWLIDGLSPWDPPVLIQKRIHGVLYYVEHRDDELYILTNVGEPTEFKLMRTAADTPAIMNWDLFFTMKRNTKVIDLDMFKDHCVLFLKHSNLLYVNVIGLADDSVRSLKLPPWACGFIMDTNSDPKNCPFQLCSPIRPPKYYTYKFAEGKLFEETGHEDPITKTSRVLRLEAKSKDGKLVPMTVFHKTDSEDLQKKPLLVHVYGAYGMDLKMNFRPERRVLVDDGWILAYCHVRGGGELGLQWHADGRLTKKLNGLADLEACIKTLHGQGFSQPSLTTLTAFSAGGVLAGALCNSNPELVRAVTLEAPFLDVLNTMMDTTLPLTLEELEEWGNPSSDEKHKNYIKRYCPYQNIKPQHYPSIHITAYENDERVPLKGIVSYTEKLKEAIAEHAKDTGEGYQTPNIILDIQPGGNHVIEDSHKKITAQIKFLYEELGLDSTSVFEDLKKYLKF
LYPLA2 counter – LYPLA2 inhibitors, primary screen, counter-screen for PME1 inhibitor project, biochemical, fluorescence polarization, FP-Rh probe ABPP; inhibition, % at 5.9 µM; AID 2177, 2009; recombinant LYPLA2; 320,000 compounds, 0.38% hits; Acyl-protein thioesterase 2 (Homo sapiens), O95372;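 active means inhibition above the screen-wide mean plus 3 SD, limit set per campaign, cut at about 26% in these data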;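 further: 0% = LYPLA2 with DMSO and 100% = wells lacking LYPLA2 enzyme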
LYPLA1 inh – LYPLA1 inhibitors, primary screen, counter-screen for PME1 inhibitor project, biochemical, fluorescence polarization, FP-Rh probe ABPP. 320,000 compounds, 0.16% hits. Acyl-protein thioesterase 1 (Homo sapiens), O75608. recombinant LYPLA1. inhibition, % at 5.9 µM;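 active means inhibition above the mean of all tested compounds plus 3 SD, set per campaign, cut at about 14% in these data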;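 further: inhibitors block serine hydrolase probe labeling of LYPLA1 so polarization falls; 0% = enzyme with DMSO and 100% = wells lacking LYPLA1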
PAFAH2 FP inh – PAFAH2 enzyme inhibitors, primary screen, biochemical, fluorescence polarization, human; 340,000 compounds, 0.99% hits; inhibition, % at 3.39 µM; Platelet-activating factor acetylhydrolase 2, cytoplasmic (Homo sapiens), Q99487; recombinant PAFAH2, FP-rhodamine activity probe; AID 492956, 2010;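 active means inhibition above the mean over all tested compounds plus 3 SD, cut at about 30% in these data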;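 further: inhibitors block probe labeling of enzyme so polarization drops; 0% = enzyme with DMSO and 100% = wells lacking PAFAH2 protein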
EBNA-1 inhibitor – EBNA-1 DNA-binding inhibitors, primary screen, biochemical, fluorescence polarization. inhibition, % at 14.8 µM. 300,000 compounds, 0.34% hits. AID 1950, 2009; in the data active means inhibition above about 28%
PAFAH1B3 inh – PAFAH1B3 enzyme inhibitors, primary screen, biochemical, fluorescence polarization, human. Platelet-activating factor acetylhydrolase IB subunit alpha1 (Homo sapiens), Q15102. recombinant PAFAH1B3, FP-rhodamine probe. inhibition, % at 3.39 µM. 340,000 compounds, 0.28% hits. AID 492972, 2010;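 active means inhibition above the screen-wide average of all tested compounds plus 3 SD, cut at about 25% in these data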;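 further: 0% = enzyme with DMSO only and 100% = wells lacking PAFAH1B3 protein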
ZTA counter – blocks Epstein-Barr virus ZTA, an EBNA-1 counter-screen. inhibition, % at 11 µM. ZTA-DNA binding, fluorescence polarization. 320,000 compounds, 0.15% hits. P03206; in the data active means inhibition above about 33%
PAD4 FP inh – human PAD4 inhibitors, primary screen, biochemical, fluorescence polarization, 1536-well format. Protein-arginine deiminase type-4 (Homo sapiens), Q9UM07. recombinant PAD4, RCA probe fluorescence polarization. AID 485272, 2010. inhibition, % at 6.36 µM. 330,000 compounds, 0.41% hits;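 active means percent inhibition above a cutoff equal to the mean of all tested compounds plus 3 SD, cut at about 15% in these data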;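 further: 0% = PAD4 with RCA probe and DMSO and 100% = probe without PAD4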
* hit, by the source's call. This is a subset; the hit share may differ from the screen's.

Results for C/C(=N\N=C1/NC(=O)C(C)S1)c1ccc([N+](=O)[O-])cc1 (configuration not stated) ?
GSTO1 inh: -6; PREPL inhibitor: -1; LYPLA2 counter: 5; LYPLA1 inh: 5; PAFAH2 FP inh: -1; EBNA-1 inhibitor: -2; PAFAH1B3 inh: 13; ZTA counter: -31; PAD4 FP inh: -3

What do the screens show for `COc1ccc(CCC(=O)Nc2cccc(Cl)c2)cc1`?
GSTO1 inh: 3; PREPL inhibitor: -7; LYPLA2 counter: -2; LYPLA1 inh: -4; PAFAH2 FP inh: 2; EBNA-1 inhibitor: 5; PAFAH1B3 inh: 10; ZTA counter: -1; PAD4 FP inh: 0

Results for Cc1ccc(C(c2sc3ncnn3c2O)N2CC(C)CC(C)C2)cc1 (configuration not stated) ?
GSTO1 inh: 8; PREPL inhibitor: -2; LYPLA2 counter: -3; LYPLA1 inh: 2; PAFAH2 FP inh: -9; EBNA-1 inhibitor: 1; PAFAH1B3 inh: 0; ZTA counter: 5; PAD4 FP inh: 0

Results for CC(=O)C1=C(O)C(=O)N(c2cccc(Br)c2)C1c1ccc(Br)cc1 (configuration not stated) ?
GSTO1 inh: -4; PREPL inhibitor: 20; LYPLA2 counter: -2; LYPLA1 inh: 1; PAFAH2 FP inh: -2; EBNA-1 inhibitor: 9; PAFAH1B3 inh: 8; ZTA counter: 14; PAD4 FP inh: 0

How did CCOC(=O)CSc1nc2sc3c(c2c(=O)[nH]1)CCCC3 do in these assays?
GSTO1 inh: -39; PREPL inhibitor: 9; LYPLA2 counter: -1; LYPLA1 inh: -4; PAFAH2 FP inh: 1; EBNA-1 inhibitor: -15; PAFAH1B3 inh: 8; ZTA counter: -9; PAD4 FP inh: -2

How did CC1CN(S(=O)(=O)c2ccc(C(=O)O)cc2)CC(C)O1 (configuration not stated) do in these assays?
GSTO1 inh: 0; PREPL inhibitor: -3; LYPLA2 counter: 6; LYPLA1 inh: 1; PAFAH2 FP inh: -1; EBNA-1 inhibitor: -6; PAFAH1B3 inh: 4; ZTA counter: -8; PAD4 FP inh: 1

What do the screens show for `CCN(CC)S(=O)(=O)c1ccc2[nH]c(=O)cc(C(=O)Nc3ccccc3N3CCCC3)c2c1`?
GSTO1 inh: 1; PREPL inhibitor: -2; LYPLA2 counter: -4; LYPLA1 inh: -1; PAFAH2 FP inh: -3; EBNA-1 inhibitor: -3; PAFAH1B3 inh: -4; ZTA counter: 11; PAD4 FP inh: -2

How did Cc1ccc(C(=O)c2c3ccc(C(F)(F)F)cc3[n+]([O-])n2CCCC(N)=O)cc1 do in these assays?
GSTO1 inh: 0; PREPL inhibitor: 10; LYPLA2 counter: -1; LYPLA1 inh: 0; PAFAH2 FP inh: -11; EBNA-1 inhibitor: -10; PAFAH1B3 inh: -6; ZTA counter: 8; PAD4 FP inh: 2

How did Cc1cccc(CSC2=NCCN2C(=O)c2ccc(S(=O)(=O)N(C)C)cc2)c1 do in these assays?
GSTO1 inh: 8; PREPL inhibitor: 28; LYPLA2 counter: -4; LYPLA1 inh: -3; PAFAH2 FP inh: 4; EBNA-1 inhibitor: 0; PAFAH1B3 inh: 5; ZTA counter: -18; PAD4 FP inh: 2

How did CSc1ncc(Cl)c(C(=O)Nc2nnc(SC/C=C/c3ccccc3)s2)n1 do in these assays?
GSTO1 inh: -56; PREPL inhibitor: 6; LYPLA2 counter: 5; LYPLA1 inh: 1; PAFAH2 FP inh: 2; EBNA-1 inhibitor: -7; PAFAH1B3 inh: 1; ZTA counter: -12; PAD4 FP inh: -4

How did CC(C)Sc1ccc([N+](=O)[O-])cc1C(=O)Nc1ccncc1 do in these assays?
GSTO1 inh: -1; PREPL inhibitor: 1; LYPLA2 counter: -2; LYPLA1 inh: 3; PAFAH2 FP inh: 5; EBNA-1 inhibitor: 1; PAFAH1B3 inh: 4; ZTA counter: -1; PAD4 FP inh: 3

Results for CCc1c(C#N)c(SCCC(=O)Nc2cccc(OC)c2)nc2c1C(=O)CC(C)(C)C2 ?
GSTO1 inh: -12; PREPL inhibitor: 4; LYPLA2 counter: -37; LYPLA1 inh: -18; PAFAH2 FP inh: -6; EBNA-1 inhibitor: -8; PAFAH1B3 inh: 3; ZTA counter: -1; PAD4 FP inh: 1

What do the screens show for `CCOC(=O)c1cccc(NC(=O)CSc2nnc(-c3cccnc3)n2C)c1`?
GSTO1 inh: -2; PREPL inhibitor: 8; LYPLA2 counter: 7; LYPLA1 inh: 3; PAFAH2 FP inh: 0; EBNA-1 inhibitor: -10; PAFAH1B3 inh: -1; ZTA counter: -6; PAD4 FP inh: 0

What do the screens show for `O=[N+]([O-])c1cccc(P(=O)(O)c2cccc([N+](=O)[O-])c2)c1`?
GSTO1 inh: -5; PREPL inhibitor: 0; LYPLA2 counter: 11; LYPLA1 inh: 4; PAFAH2 FP inh: -2; EBNA-1 inhibitor: 0; PAFAH1B3 inh: 3; ZTA counter: 13; PAD4 FP inh: 4

How did O=C(NC1C2CC3CC(C2)CC1C3)c1ccc2c(c1)OCO2 (configuration not stated) do in these assays?
GSTO1 inh: 1; PREPL inhibitor: 10; LYPLA2 counter: 5; LYPLA1 inh: 0; PAFAH2 FP inh: 4; EBNA-1 inhibitor: -3; PAFAH1B3 inh: 7; ZTA counter: -3; PAD4 FP inh: -2

How did CCOc1ccc(-n2c(SCC(N)=O)nc3c(c2=O)SCC3)cc1 do in these assays?
GSTO1 inh: 0; PREPL inhibitor: 10; LYPLA2 counter: 5; LYPLA1 inh: 0; PAFAH2 FP inh: 2; EBNA-1 inhibitor: -9; PAFAH1B3 inh: -14; ZTA counter: 0; PAD4 FP inh: 3

How did O=S(=O)(c1cccs1)n1cnc2ccccc21 do in these assays?
GSTO1 inh: -4; PREPL inhibitor: 9; LYPLA2 counter: 4; LYPLA1 inh: 3; PAFAH2 FP inh: -2; EBNA-1 inhibitor: 0; PAFAH1B3 inh: -5; ZTA counter: 0; PAD4 FP inh: -6

What do the screens show for `O=C(NCc1ccccc1)c1ccc(C2SCC(=O)N2Cc2ccccc2)cc1` (configuration not stated)?
GSTO1 inh: 3; PREPL inhibitor: 5; LYPLA2 counter: 1; LYPLA1 inh: -3; PAFAH2 FP inh: 2; EBNA-1 inhibitor: 7; PAFAH1B3 inh: -3; ZTA counter: 6; PAD4 FP inh: 1

Results for NC(=O)CC1Nc2cccc3cccc(c23)NC1=O (configuration not stated) ?
GSTO1 inh: 35; PREPL inhibitor: 22; LYPLA2 counter: -2; LYPLA1 inh: -2; PAFAH2 FP inh: -3; EBNA-1 inhibitor: 12; PAFAH1B3 inh: 8; ZTA counter: -1; PAD4 FP inh: -3

What do the screens show for `S=C(NCCc1ccncc1)Nc1ccccc1`?
GSTO1 inh: 3; PREPL inhibitor: 3; LYPLA2 counter: 1; LYPLA1 inh: 0; PAFAH2 FP inh: -5; EBNA-1 inhibitor: 6; PAFAH1B3 inh: -1; ZTA counter: -10; PAD4 FP inh: -2

How did CCCSc1nc2c(c(=O)[nH]c(=O)n2C)n1CCc1ccccc1 do in these assays?
GSTO1 inh: 2; PREPL inhibitor: -4; LYPLA2 counter: 1; LYPLA1 inh: 2; PAFAH2 FP inh: -3; EBNA-1 inhibitor: 2; PAFAH1B3 inh: 7; ZTA counter: 4; PAD4 FP inh: -2

Results for O=C(Cc1ccccc1[N+](=O)[O-])Nc1ccccc1C(=O)N1CCOCC1 ?
GSTO1 inh: 5; PREPL inhibitor: 6; LYPLA2 counter: 3; LYPLA1 inh: 2; PAFAH2 FP inh: 4; EBNA-1 inhibitor: 2; PAFAH1B3 inh: 5; ZTA counter: 3; PAD4 FP inh: -5

How did Cc1ccc(NC(=O)NNC(=O)COc2ccc(Cl)cc2)cc1 do in these assays?
GSTO1 inh: 5; PREPL inhibitor: 1; LYPLA2 counter: -5; LYPLA1 inh: -1; PAFAH2 FP inh: 0; EBNA-1 inhibitor: 11; PAFAH1B3 inh: -5; ZTA counter: 20; PAD4 FP inh: 4

How did COc1ccccc1N1CCN(C2CC(=O)N(c3ccccc3)C2=O)CC1 (configuration not stated) do in these assays?
GSTO1 inh: 7; PREPL inhibitor: -2; LYPLA2 counter: -4; LYPLA1 inh: -3; PAFAH2 FP inh: 6; EBNA-1 inhibitor: -8; PAFAH1B3 inh: 3; ZTA counter: -3; PAD4 FP inh: 0

What do the screens show for `O=C(OCc1c(Cl)cccc1Cl)c1ccccn1`?
GSTO1 inh: 3; PREPL inhibitor: -1; LYPLA2 counter: -3; LYPLA1 inh: -4; PAFAH2 FP inh: 7; EBNA-1 inhibitor: 2; PAFAH1B3 inh: 12; ZTA counter: 9; PAD4 FP inh: -2

What do the screens show for `CCOC(=O)[C@H]1[C@H]2COc3cc(OC)ccc3[C@@H]2N2C(=O)N(c3ccc(Br)cc3)C(=O)[C@@]12C`?
GSTO1 inh: 7; PREPL inhibitor: -53; LYPLA2 counter: -3; LYPLA1 inh: -1; PAFAH2 FP inh: -1; EBNA-1 inhibitor: 0; PAFAH1B3 inh: 4; ZTA counter: -5; PAD4 FP inh: 4

What do the screens show for `O=C(C1=C[C@H](c2ccccc2)C[C@H](OCCCCO)O1)N1CCN(Cc2ccccc2)CC1`?
GSTO1 inh: -4; PREPL inhibitor: 15; LYPLA2 counter: 0; LYPLA1 inh: -1; PAFAH2 FP inh: 0; EBNA-1 inhibitor: 9; PAFAH1B3 inh: 6; ZTA counter: 23; PAD4 FP inh: -7

Results for O=C(c1cc(Cl)nc2ccccc12)N(Cc1nnc(-c2ccccc2Cl)o1)C1CC1 ?
GSTO1 inh: 1; PREPL inhibitor: -1; LYPLA2 counter: -2; LYPLA1 inh: -4; PAFAH2 FP inh: -2; EBNA-1 inhibitor: 2; PAFAH1B3 inh: 5; ZTA counter: -10; PAD4 FP inh: -2

Results for Cc1cccc(C)c1-n1c(=O)n(Cc2ccccc2)c(=O)c2[nH]cnc21 ?
GSTO1 inh: 4; PREPL inhibitor: 1; LYPLA2 counter: 2; LYPLA1 inh: 1; PAFAH2 FP inh: -4; EBNA-1 inhibitor: -8; PAFAH1B3 inh: 0; ZTA counter: -11; PAD4 FP inh: 4

What do the screens show for `O=C(Nc1cc(Cl)cc(Cl)c1)N1CCCN(Cc2ccccc2)CC1`?
GSTO1 inh: 2; PREPL inhibitor: 10; LYPLA2 counter: 5; LYPLA1 inh: -3; PAFAH2 FP inh: 16; EBNA-1 inhibitor: -8; PAFAH1B3 inh: 4; ZTA counter: 6; PAD4 FP inh: 2

What do the screens show for `CC1CCCN(CC(=O)Nc2ccc(S(=O)(=O)NC3CCCCC3)cc2)C1` (configuration not stated)?
GSTO1 inh: 5; PREPL inhibitor: -4; LYPLA2 counter: -5; LYPLA1 inh: -1; PAFAH2 FP inh: -3; EBNA-1 inhibitor: -6; PAFAH1B3 inh: 0; ZTA counter: -2; PAD4 FP inh: -6

Compound activity: PubChem, The Scripps Research Institute Molecular Screening Center
